PriA SSB inh: inhibitors of Klebsiella pneumoniae PriA binding to SSB C-terminal tail; 430,000 tested, 0.6% active; AlphaScreen SSBct-PriA binding, biotinylated peptide; inhibition, % at 33 µM; in the data active = inhibition mostly above about 37%, no sharp cut-off; inactive = mostly below about 20%;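 note: plate controls were negative control peptide for no effect and reference peptide for full effect; strong numbers were not always called active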
Numbers without * were called inactive; i = inactive; & = joins results of further samples. Some of the compounds tested; the hit share may differ from the screen's.

SMILES | PriA SSB inh
O=[N+]([O-])c1ccc(O)c(C=NNc2ccccc2[N+](=O)[O-])c1 | -2
Cc1cc(NC(=O)C(=O)NCC(c2ccco2)N(C)C)no1 (stereo not given) | -9
CC(=O)N(CCN(C)C)c1nc2ccc(Br)cc2s1 | 5
CC(=O)Nc1ccc(S(=O)(=O)Nc2cnoc2)cc1 | -12
CS(=O)(=O)c1ccc(-c2ccc(NS(=O)(=O)c3ccc(Cl)s3)cc2)nn1 | -3
COc1ccc(S(=O)(=O)Nc2cncc(C(=O)O)c2)cc1OC | -8
CCCN1CCCc2cc(CCNC(=O)C(=O)Nc3ccccc3C#N)ccc21 | 25
O=C(Cc1csc(SCc2ccc(F)cc2)n1)NC1CCCC1 | -8
CCOc1cc(C(NC(=O)c2cccs2)NC(=O)c2cccs2)ccc1OC | -13
O=C(NCCN1CCC(O)CC1)C(=O)Nc1ccc(C(F)(F)F)cc1 | -4
CCOc1ccc(-c2cc(=O)n(CC(=O)NCc3ccco3)cn2)cc1 | -6
CCN1C(=O)Cc2cc(NC(=O)c3cccc(C(F)(F)F)c3)ccc21 | 18
COc1ccc(CCNS(=O)(=O)CCCOc2ccc3c(c2)OCO3)cc1 | 9
CCn1c(/C=N\NC(=O)c2cc(OC)c(OC)c(OC)c2)nc2ccccc21 | 7
CCn1nc(C(=O)N(CC2CCCO2)c2nc3c(F)cc(F)cc3s2)cc1C (stereo not given) | -14
Cc1cc(C(=O)Nc2nnc(-c3cccs3)o2)n(C)n1 | -15
O=c1[nH]c(NN=Cc2ccccc2)nc2ccccc12 | -6
CCOC(=O)C1CCCN(C(=O)CSc2nnc(CCc3nc4ccccc4s3)o2)C1 (stereo not given) | 4
O=S(=O)(c1cnc[nH]1)N1CCN(c2nc(-c3ccsc3)cs2)CC1 | -6
CC(C)Sc1ccc(C(=O)N(Cc2cccnc2)c2nc3c(Cl)cccc3s2)cc1 | -9&-5
O=C(NCc1cncc(-c2ccsc2)c1)Nc1ccc(Cl)c(Cl)c1 | -13
CC(=NOCC(=O)NN=Cc1ccc(C)cc1O)c1cccs1 | -1
COc1cccc(NC(=O)NCCNC(=O)c2ccc(NC(C)=O)cc2)c1OC | -8
C#CCn1c(=NC(=O)c2ccc(C)c(C)c2)sc2cc(OC)ccc21 | -8
Cc1ccc(OCc2ccc(C(=O)Nc3ccccc3F)o2)cc1 | -16

Reprinted from the part before: 2 entries; new compounds follow.
SMILES | PriA SSB inh
C#CCn1c(=NC(=O)c2ccc(C)c(C)c2)sc2cc(OC)ccc21 | -8
Cc1ccc(OCc2ccc(C(=O)Nc3ccccc3F)o2)cc1 | -16
COc1ccc(-c2noc(-c3ccc(=O)n(CC(=O)c4ccc5c(c4)OCO5)c3)n2)cc1F | -13
COc1cccc2cc(C(=O)N3CC(Oc4nccs4)C3)oc12 | 1
CCOc1cc(C2C3=C(CCCC3=O)Nc3nc(-c4cccs4)nn32)ccc1O (stereo not given) | 8
CCN1C(=O)c2cccc3c(NC(=O)COc4ccc(Cl)cc4)ccc1c23 | -10
O=C(CCc1csc(NC(=O)c2cccs2)n1)Nc1nc2ccccc2s1 | -1
Cn1c(=O)[nH]c(=O)c2c(=O)cc[nH]c21 | -11
CCSc1ccccc1C(=O)NCCC(O)c1cc(C)oc1C (stereo not given) | -5
Cc1cc(C)c2c(n1)sc1c(=O)n(CC(=O)Nc3ccc4c(c3)OCO4)cnc12 | 9
O=C(Nc1nc2c(s1)CN(C(=O)c1ccc3nc[nH]c3c1)CC2)c1ccsc1 | -13
COc1ccc(CNC(=O)CC2CCCCN2S(=O)(=O)c2ccccc2)cc1 (stereo not given) | 21
COc1ccc(Cl)cc1NC(=O)Cc1csc2nc(-c3ccccc3)cn12 | 10
Cc1cc2ncc(NC(=O)c3ccc4c(c3)OCO4)cn2n1 | -7
O=C(/C=C/c1ccc(-c2ccc(SC(F)F)cc2)o1)c1ccco1 | 1
CN=c1scc(-c2ccc(F)cc2)n1N=Cc1ccc(O)c(O)c1 | 42
COc1ccc(CC(=O)NCCc2ccc3c(c2)CCCN3C)cc1 | 9
O=C(CCCn1nnc2ccccc2c1=O)Nc1ccc(C(F)(F)F)cc1 | -22
COc1cccc(C(=O)NCCCn2nc(-c3ccco3)ccc2=O)c1OC | -12
O=C1COc2ccc(Br)cc2CN1Cc1ccccc1C(F)(F)F | -15
CCCS(=O)(=O)N1CCN(c2cc(-n3cccc3)nc(C)n2)CC1 | -4
O=c1nc(SCc2ccccc2Cl)c2c(n1Cc1ccco1)CCC2 | -4
O=C(NCc1cccnc1-c1cccs1)c1ccccc1Br | 2
Cc1csc2nc(O)c(C(=O)NCc3ccccn3)c(=O)n12 | -16
CNC(=O)CS(=O)(=O)C1CCN(S(=O)(=O)c2c(C)nn(C)c2C)CC1 | -5
CC(=NNC(=O)c1ccccc1Cl)c1ccccn1 | 9
O=S(=O)(c1cccc2cccnc12)N1CCN(C(c2ccccc2)c2ccccc2)CC1 | -10

Entries from the list above with an aryl thioether with sulfur outside any ring, in the order listed:
SMILES | PriA SSB inh
O=C(Cc1csc(SCc2ccc(F)cc2)n1)NC1CCCC1 | -8
CCOC(=O)C1CCCN(C(=O)CSc2nnc(CCc3nc4ccccc4s3)o2)C1 (stereo not given) | 4
CC(C)Sc1ccc(C(=O)N(Cc2cccnc2)c2nc3c(Cl)cccc3s2)cc1 | -9&-5
CCSc1ccccc1C(=O)NCCC(O)c1cc(C)oc1C (stereo not given) | -5
O=C(/C=C/c1ccc(-c2ccc(SC(F)F)cc2)o1)c1ccco1 | 1
O=c1nc(SCc2ccccc2Cl)c2c(n1Cc1ccco1)CCC2 | -4

Reprinted from the listing (5 entries):
SMILES | PriA SSB inh
COc1cccc2cc(C(=O)N3CC(Oc4nccs4)C3)oc12 | 1
CCOc1cc(C2C3=C(CCCC3=O)Nc3nc(-c4cccs4)nn32)ccc1O (stereo not given) | 8
CCN1C(=O)c2cccc3c(NC(=O)COc4ccc(Cl)cc4)ccc1c23 | -10
O=C(CCc1csc(NC(=O)c2cccs2)n1)Nc1nc2ccccc2s1 | -1
Cn1c(=O)[nH]c(=O)c2c(=O)cc[nH]c21 | -11

(more compounds)
SMILES | PriA SSB inh
Nc1nc(SCc2cc(=O)[nH][nH]2)nc2sc3c(c12)CCCC3 | 30
Cc1cccc(C)c1NC(=O)C(=O)NCC(c1ccc(F)cc1)N1CCN(C)CC1 (stereo not given) | 1
O=C(NCc1ccc(CO)o1)C1CCc2nc[nH]c2C1 (stereo not given) | -5
Cc1ccc(NC(=O)C2CCC(C)(C(=O)O)C2(C)C)cc1C (stereo not given) | 1
C=CCn1c(=NC(=O)c2ccccc2OC)sc2cc(NC(C)=O)ccc21 | 12
CCOc1ccccc1NC(=O)C(=O)NCC1CCN(Cc2cccs2)CC1 | -8&-5
CCOC(=O)C1=C(CC)Nc2ccccc2NC1=NS(=O)(=O)c1ccc(C(=O)OCC)cc1 | -7
Cc1ccc(C)c2sc(NC(=O)[C@@H]3COc4ccccc4O3)nc12 | -14
NC(=NOC(=O)C12CC3CC(CC(C3)C1)C2)c1ccncc1 | -2
Cc1nnc(NC(=O)CN2CCN(CC(O)C3CC3)CC2)s1 (stereo not given) | -6
COc1ccc(S(=O)(=O)Nc2ccc3oc4c(c3c2)CC(C)CC4)cc1[N+](=O)[O-] (stereo not given) | 4
CS(=O)(=O)N1CCN(c2ccc(-c3ccccc3)nn2)CC1 | -8
O=C(CN1C(=O)c2ccccc2C1=O)Nc1ccc2c(c1)OCCO2 | -7
CC(=O)C(C)Sc1cc(C(C)(C)C)nc2c(-c3ccccc3)c(C)nn12 (stereo not given) | -12
O=C1C(N2CCOCC2)CCN1CC(F)(F)F (stereo not given) | 1
CCc1nc2ccc(C(=O)N3CC(S(=O)(=O)Cc4ccco4)C3)cc2s1 | -6
COc1cccc(-c2csc(-n3nc(C)cc3NC(=O)COc3ccc(Cl)cc3)n2)c1 | -12
COc1cc(/C=C/C(=O)c2ccccc2)ccc1OC(=O)c1cccc([N+](=O)[O-])c1 | 3
O=C(Nc1ccc2c(c1)N(C(=O)C1CC1)CCC2)c1ccc2c(c1)OCO2 | -24
COc1cccc(C(=O)Nc2ccc3c(c2)C(=O)NCCO3)c1OC | 2
CC(Oc1cccc(F)c1)c1ccnc2nc(N=CN(C)C)nn12 (stereo not given) | -12
Cc1sc(NC(=O)c2ccco2)c([C@@H](c2cccnc2)N2CCN(c3ccccc3F)CC2)c1C | -5
Cc1nc(-c2ccccc2F)sc1CNC(=O)c1cc(-c2cccs2)nn1C | -29
Cc1cc(C(=O)Nc2nnc(-c3cc(Cl)sc3Cl)o2)on1 | 7
Cc1nc2scc(-c3ccccc3)c2c(=O)n1NC(=S)NC(=O)C12CC3CC(CC(C3)C1)C2 | 7

Next section
SMILES | PriA SSB inh
O=C(NCc1ccc(OCc2ccccc2)cc1)C1COCC(=O)N1Cc1ccccc1 (stereo not given) | -14
Cc1cc(Nc2ccc(Cl)cc2)n2ncc(-c3ccccc3)c2n1 | -18
CC(C)(C)NC(=O)COc1ccccc1[N+](=O)[O-] | 2
O=C(C[n+]1ccc(C(=O)NN=Cc2ccc(OCc3ccccc3)cc2)cc1)c1ccccc1 | 6
Cc1csc(C(=O)N2CC(S(=O)(=O)CC(C)C)C2)c1 | -16
Cc1nnsc1C(=O)NCC#CCOc1cccc(C(F)(F)F)c1 | -32
COc1ccc(OC)c(-c2cc(C(=O)N3CCC(n4ccnn4)CC3)n(C)n2)c1 | -1
CN(C)c1cccc(C(=O)Nc2cnn(CC3CCOCC3)c2)c1 | -7
COc1ccccc1N(CC(=O)NN=Cc1ccc(SC)cc1)S(C)(=O)=O | -21
CCN1C(SCC(=O)Nc2cccc(Br)c2)=NS(=O)(=O)c2ccccc21 | 2
Cc1ccc(OC2CCN(C(=O)NCc3cccc4ccccc34)CC2)nn1 | -11
COc1ccccc1CNC(=O)CSc1nnc2ccc(-c3ccc(F)cc3)nn12 | -1
Cc1noc(C)c1CCC(=O)NCC#CCOc1cccc(C(F)(F)F)c1 | -28
CN1C(=O)c2ccc(-c3ccccc3)nc2NC1C(=O)N1CCc2ccccc21 (stereo not given) | 4
CC1(C)CC(=NNC(=S)Nc2ccccc2F)c2cc(O)ccc2O1 | 45*
COc1ccc(-c2nc(NC(=O)c3ccc(S(=O)(=O)N(C)c4ccccc4)cc3)sc2C)cc1 | -8
CN(C)c1ccc(C=NNC(=O)CNC(=O)/C=C/c2ccco2)cc1 | -3
O=S(=O)(CCc1ccccc1)NCC1CCN(C2CCCC2)CC1 | -7
CCn1c(C(C#N)=C(O)CCc2ccccc2)nc2ccccc21 | -14
C=CCN1C[C@@H](c2nc3ccccc3n2CCCCOc2ccccc2)CC1=O | -1
COc1ccc2nc(NC(=O)C3CCCCN3S(C)(=O)=O)sc2c1 (stereo not given) | -10
O=C(/C=C/c1ccco1)N1CCCc2ccccc21 | 29
CCN1C(=O)C(=c2oc(=C3C=Cc4ccccc4N3CC)c(=O)n2CC)SC1=S | 54
C=CCn1c(O)c(C=NN2CCCCC2)c(=O)[nH]c1=O | -12
COc1c(S(=O)(=O)n2c(C)nc3ccccc32)ccc(Cl)c1Cl | 6

(next part)
SMILES | PriA SSB inh
CC(C)(C)CC(=O)Nc1ccc2c(c1)C(=O)NCCO2 | -2
C=CCn1c(=NC(=O)c2ccc(S(=O)(=O)N3CCCCC3)cc2)sc2cccc(OC)c21 | 0
COC(CNC(=O)NCc1ccc(F)cc1)c1ccc(C)s1 (stereo not given) | 4
O=C1NC(=O)C(=Cc2ccc(Cl)o2)C(=O)N1 | 18
CCOc1ccccc1NC(=O)C(=O)C=C(O)c1cc(OC)ccc1OC | -3
Cc1ccc(S(=O)(=O)c2nc(S(=O)(=O)CCO)sc2Cl)cc1 | 1
CCOc1cccc2sc(N(Cc3cccnc3)C(=O)c3ccnn3C)nc12 | 0&12
CC(C)Oc1ccc(C(=O)NC[C@@H](c2cccs2)N(C)C)cc1 | -20
O=C(Cc1ccccc1Cl)NCc1ccc(C(=O)c2ccco2)s1 | -17
O=C(C[C@H]1C/C=C/C[C@H](Cc2ccc(F)cc2)C(=O)OC[C@@H]2CCCN2C1=O)N[C@H](CO)Cc1ccccc1 | 7
Cc1n[nH]c(C)c1CCC(=O)NN=C/C=C/c1ccccc1 | -5
O=C(CSC1CCCC1)Nc1cnn(C2CCOC2)c1 (stereo not given) | 5
CNC(=O)N(O)C1N(N=Cc2c(F)cccc2Cl)C(=S)SC1(C)C (stereo not given) | -5
O=C1CCc2cc(S(=O)(=O)NCc3ccccn3)cc3c2N1CC3 | -5
CCNC(=O)C1Cc2ccccc2N1S(=O)(=O)c1ccc2ccccc2c1 (stereo not given) | 11
COC(=O)c1c(NC(=O)c2ccc(Cl)s2)sc(C)c1C | -11
O=C(Cn1cnc(-c2ccc(F)cc2)cc1=O)NCc1ccco1 | -14
Cc1noc(C)c1CCC(=O)NCC(O)c1ccc(C(F)(F)F)cc1 (stereo not given) | -9
CS(=O)(=O)NCCNc1ccc(-n2cccc2)nn1 | -1
O=C(CSc1nc2ccccc2o1)NCC#CCOc1ccc2c(c1)OCO2 | 5
COc1ccccc1NC(=O)c1ccc(NS(=O)(=O)c2cccc(C(F)(F)F)c2)cc1 | 2
CC1CN(C(=O)CN2CC(c3nc(-c4ncccn4)no3)C2)CC(C)O1 (stereo not given) | 6
COc1nn(C)cc1C(=O)N1CCC(c2cc(C(=O)Nc3ccccc3F)n[nH]2)CC1 | 6
O=C(NCCCn1ncccc1=O)c1ccc(Br)o1 | -3
O=C(N/N=C/c1ccccc1O)c1cccc([N+](=O)[O-])c1 | i
Cc1c(Cl)c([N+](=O)[O-])nn1Cc1ccc(C(=O)NN=Cc2cc(Cl)ccc2O)o1 | 19
O=C(NCCn1ncc2c(=O)n(Cc3ccccc3F)cnc21)c1c(F)cccc1Cl | -7
COc1cc(C(=O)N2CCNC(=O)[C@@H]2C)cc(OC)c1OC | -4
COc1ccc2cccc(NC(=O)Cn3ccc4ccccc43)c2n1 | -5

Retrieved by compound from the entries so far:
SMILES | PriA SSB inh
Cc1n[nH]c(C)c1CCC(=O)NN=C/C=C/c1ccccc1 | -5
COc1nn(C)cc1C(=O)N1CCC(c2cc(C(=O)Nc3ccccc3F)n[nH]2)CC1 | 6
Cc1ccc(S(=O)(=O)c2nc(S(=O)(=O)CCO)sc2Cl)cc1 | 1
CNC(=O)N(O)C1N(N=Cc2c(F)cccc2Cl)C(=S)SC1(C)C (stereo not given) | -5

Screens (PubChem BioAssay)
